ERAP1 HTS inh = blocks human ERAP1 aminopeptidase activity | 340,000 compounds, 0.15% hits | recombinant ERAP1, Leu-AMC fluorescence, 60 min | inhibition, % at 10.7 µM | Q9NZ08;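 active = mean replicate inhibition of at least 30%, or all replicates individually reaching that 30% level; inactive = mean below 30% and not every replicate reaching it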;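 also: 0% = neutral control wells and 100% = L-leucinethiol positive control wells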
RAD52 anneal inh = blocks human RAD52 DNA annealing; P43351; recombinant RAD52 DNA annealing, FRET fluorescence; inhibition, % at 18.7 µM; 360,000 compounds, 0.46% hits;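 active = every replicate showing at least 50% inhibition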
Target sequence (P43351 whole entry, looked up): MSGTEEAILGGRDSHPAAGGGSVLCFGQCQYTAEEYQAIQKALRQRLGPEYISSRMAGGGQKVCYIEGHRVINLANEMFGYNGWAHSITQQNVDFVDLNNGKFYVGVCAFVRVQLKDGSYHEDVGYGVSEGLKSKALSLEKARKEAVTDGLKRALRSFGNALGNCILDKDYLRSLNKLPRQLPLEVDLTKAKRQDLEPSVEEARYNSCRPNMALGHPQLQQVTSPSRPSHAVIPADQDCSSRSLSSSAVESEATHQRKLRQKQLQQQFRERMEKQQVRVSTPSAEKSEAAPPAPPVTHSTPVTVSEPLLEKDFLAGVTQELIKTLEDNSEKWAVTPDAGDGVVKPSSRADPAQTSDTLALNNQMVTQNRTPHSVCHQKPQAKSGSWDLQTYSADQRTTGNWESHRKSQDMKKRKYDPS
GSIS activator = primary screen for activators of insulin secretion dependent on glucose, INS-1E cells, GLuc reporter luminescence. activation, % at 16.6 µM. INS-1E GLuc reporter insulin secretion, 2-3 h. 370,000 compounds, 0.61% hits. AID 743287;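 active = lowest replicate activation of at least 40%, so every replicate reaches that level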;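 also: 0% = median of neutral control wells and 100% = median of IBMX positive control wells; some compounds called inactive have numbers as strong as hits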
esBAF inh = blocks esBAF chromatin remodeling in mouse ES cells; Bmi1-luciferase knock-in reporter, 24 h; 100% = twice the neutral-well signal; reporter increase, % at 12.5 µM; 350,000 compounds, 2% hits; in the data active = activation above about 40%;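 also: 0% = median of the plate's neutral control wells and 100% = double that signal; a rise in the Bmi1 reporter signal indicates esBAF inhibition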
F508del corr = correctors of CFTR F508del function in bronchial epithelial cells | CFBE cells, YFP halide quenching; stimulated with forskolin plus potentiator P3; % fluorescence drop versus neutral controls | activity (quench increase), % at 7.58 µM | 350,000 compounds, 0.36% hits;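 active = mean added fluorescence quench of at least 8% versus neutral control, with both replicates also reaching 8%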;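 also: cells transiently co-express mutant CFTR-F508del with the halide-sensitive YFP; corrector assay measuring rescue of mutant channel to the surface after 24 h compound exposure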
ARNT-TACC3 inh = ARNT/TACC3 interaction disruption. Q9Y6A5. AlphaScreen His-ARNT PAS-B/GST-TACC3 binding, luminescence; TACC3 fragment carries E629A point mutation. inhibition, % at 9.99 µM. 390,000 compounds, 0.66% hits. AID 623870;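 active = mean inhibition of replicates at least 50% and at least half of replicates each reaching 50%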;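 also: 0% = complete ARNT plus TACC3 wells and 100% = ARNT alone without TACC3; many hits fall short of the cut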
Xi reactivation = X-chromosome reactivation activator | AID 743238 | 360,000 compounds, 0.055% hits | activation, % at 7.58 µM | XiGFP mouse fibroblasts, % GFP-positive cells imaging, 3 d; cells co-treated with 5-aza-dC sensitizer; scaled so ellipticine positive control = 100%;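 active = mean normalized replicate activation at least 10% and every replicate at or above 10%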;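 also: 0% = median of on-plate neutral control wells and 100% = ellipticine 6 µM median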
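Material: SV40-immortalized XiGFP fibroblast cells, line 68-5-11 | Buffer or medium: DMEM containing 5-aza-dC | Dosing: One concentration, pinned | Times: 3 d treatment, 15 min room-temperature fixation | Controls: Ellipticine 6 µM positive control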
RAD54 branch = blocks human RAD54 Holliday junction branch migration; Q92698; inhibition, % at 10.4 µM; 360,000 compounds, 0.14% hits; FAM/BHQ fluorescence; AID 602329;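 active = mean normalized replicate activity at least 40 and at least half of replicates scoring 40 or more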;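 also: 0% = median of neutral control wells and 100% = median of positive control wells; inhibitors cause a drop in the FAM fluorescence signal; in these data hits start at about 50%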
* marks the source's active call; other numbers are inactive results; i = inactive; nt = no result given.

Start of the data: the first 3 entries as a preview:
#1 N#C[C@H]1[C@H](c2ccc(C#CC3(O)CCCC3)cc2)[C@H](CO)N1C(=O)C1CCC1
#2 CC(=O)c1cccc(-c2ccnc3c2CC(C(=O)Nc2ccc(C(C)C)cc2)O3)c1 (centres undefined)
#3 COc1ccc(N2CC(C(=O)NC3=NCCS3)CC2=O)cc1 (centres undefined)
assay / entry	1	2	3
ERAP1 HTS inh	0	0	0
RAD52 anneal inh	-4	-9	-14
GSIS activator	-4	-8	-7
esBAF inh	4	4	-6
F508del corr	-2.6	-2.2	4.5
ARNT-TACC3 inh	1	nt	-7
Xi reactivation	0.1	0.2	0.1
RAD54 branch	-7	10	4

The list itself, repeating the preview:
#1 N#C[C@H]1[C@H](c2ccc(C#CC3(O)CCCC3)cc2)[C@H](CO)N1C(=O)C1CCC1
#2 CC(=O)c1cccc(-c2ccnc3c2CC(C(=O)Nc2ccc(C(C)C)cc2)O3)c1 (centres undefined)
#3 COc1ccc(N2CC(C(=O)NC3=NCCS3)CC2=O)cc1 (centres undefined)
#4 COc1ccc2c(C=O)cn(C)c2c1
#5 O=C(CC1OCC2CCCN2C1=O)Nc1ccc([N+](=O)[O-])cc1 (centres undefined)
#6 CCOc1ccc(NC(=O)CCC(=O)c2ccc(Br)cc2)cc1
#7 COc1cc(CNC(=O)C2CCCC2)cc(OC)c1OC
#8 C[C@@H]1CCCCO[C@@H](CN(C)S(=O)(=O)c2ccc(F)cc2)[C@H](C)CN([C@H](C)CO)C(=O)c2cc(NS(C)(=O)=O)ccc2O1
#9 Cc1ccc(C(=O)NC2CCCN(c3ccc(C(F)(F)F)cn3)C2)cn1 (centres undefined)
#10 COC(=O)C1CN(S(=O)(=O)c2ccc(NC(C)=O)cc2)CCS1 (centres undefined)
assay / entry	1	2	3	4	5	6	7	8	9	10
ERAP1 HTS inh	0	0	0	5	1	2	5	2	-1	3
RAD52 anneal inh	-4	-9	-14	-8	-21	-17	-16	-1	-13	5
GSIS activator	-4	-8	-7	2	-15	13	0	0	33	4
esBAF inh	4	4	-6	1	1	-3	0	1	2	-6
F508del corr	-2.6	-2.2	4.5	3.6	-2.6	-1.2	0.0	1.1	2.2	0.9
ARNT-TACC3 inh	1	nt	-7	1	-1	1	nt	-3	2	-2
Xi reactivation	0.1	0.2	0.1	0.2	0.3	0.0	0.0	-1.2	0.0	-0.1
RAD54 branch	-7	10	4	4	nt	-3	10	-2	-3	8

#11 CCOC(=O)c1ccc(N=C2SC(C(=O)Nc3ccc(C(=O)O)cc3)CC(=O)N2Cc2cccs2)cc1 (centres undefined)
#12 Cc1nc2ccccc2nc1CN1CCN(Cc2ccc(F)c(F)c2)C(CCO)C1 (centres undefined)
#13 O=C(COC(=O)CSc1ccc([N+](=O)[O-])cc1)NCCCc1ccccc1
#14 CC(C)C[C@@H](CN1CCCC1CN1C(=S)NC[C@@H]1Cc1ccccc1)N1C[C@H](Cc2ccccc2)N(CC2CCCCCC2)C1=S (some centres undefined)
#15 O=C(CC1CC1)Nc1ccc2c(c1)[C@@H]1C[C@@H](CC(=O)NC3CCCC3)O[C@@H](CO)[C@@H]1O2
#16 CCC1(C)Cc2ccccc2-c2nc(SCC(N)=O)[nH]c(=O)c21 (centres undefined)
#17 COc1ccc(-c2cnc3c(c2)C(=O)N([C@@H](C)CO)C[C@H](C)[C@H](CN(C)S(C)(=O)=O)O3)cc1
#18 O=C(Nc1ccccc1F)N[C@@H]1CC[C@@H](CC(=O)N2CCCCC2)O[C@H]1CO
#19 Cc1cc(Br)c(NC(=O)Cn2c([N+](=O)[O-])cnc2C)cc1C
#20 C[C@@H]1CN([C@@H](C)CO)C(=O)c2cc(-c3ccc(C#N)cc3)cnc2O[C@@H]1CN(C)C(=O)c1ccccc1
assay / entry	11	12	13	14	15	16	17	18	19	20
ERAP1 HTS inh	9	-3	-1	-3	0	0	2	-3	-5	0
RAD52 anneal inh	-24	-29	-11	-24	-1	-18	2	-2	-8	-4
GSIS activator	-30	-12	-7	3	-7	18	14	1	6	25
esBAF inh	-9	-3	-8	nt	3	-4	-4	2	-5	3
F508del corr	-1.8	2.0	2.5	-2.8	-1.4	0.6	0.0	-0.7	-4.5	-1.4
ARNT-TACC3 inh	3	-7	0	nt	1	9	-9	-10	8	-7
Xi reactivation	0.0	-0.1	0.0	0.0	0.0	0.0	-1.0	0.6	0.0	0.3
RAD54 branch	-15	-8	-3	nt	-4	1	12	-4	0	10

#21 COc1ccc(C)cc1NC(=O)c1ccc(OC(F)F)cc1
#22 Cc1ccc2nc(SCC(=O)NCc3ccc(S(N)(=O)=O)cc3)[nH]c2c1
#23 COc1ccc(NC(=O)Nc2nc(C(N)C3CCCCC3)cs2)cc1 (centres undefined)
#24 Cc1noc(C)c1S(=O)(=O)Nc1ccc2c(c1)C(=O)N([C@H](C)CO)C[C@H](C)[C@@H](CN(C)C(=O)Nc1ccccc1)OCCCC[C@H](C)O2
#25 CN(C)CCN1C(=O)C2C(C(=O)Nc3cc(Cl)cc(Cl)c3)C3C=CC2(O3)C1C(=O)NC1CCCCC1 (centres undefined)
#26 CC1CCC(CC(=O)O)(C(=O)O)CC1 (centres undefined)
#27 CCCC(=O)Nc1ccc2c(c1)OC[C@H](C)N(CCc1ccccc1)C[C@@H](C)[C@@H](OC)CN(C)C2=O
#28 O=C(O)CN1C(=O)/C(=C\c2cn(CC(=O)N3CCOCC3)c3ccccc23)SC1=S
#29 O=C(C[C@H]1C=C[C@@H](NC(=O)Nc2ccccc2F)[C@@H](CO)O1)NCc1ccc(Cl)cc1
#30 Cc1ccc(/C=N\NC(=O)Cc2cccn2C)o1
assay / entry	21	22	23	24	25	26	27	28	29	30
ERAP1 HTS inh	3	3	8	2	-13	-1	nt	6	0	-2
RAD52 anneal inh	1	-7	-14	23	-4	1	nt	i	-4	-1
GSIS activator	nt	23	0	-4	-27	13	-17	-7	-10	6
esBAF inh	nt	2	-5	2	nt	4	0	nt	-3	nt
F508del corr	nt	2.4	2.8	-1.0	-3.2	-4.6	-0.1	0.4	1.9	2.7
ARNT-TACC3 inh	-2	0	nt	-2	2	-4	nt	10	nt	nt
Xi reactivation	0.1	0.0	-0.1	0.3	0.1	0.2	-0.4	0.0	0.2	0.1
RAD54 branch	nt	2	-4	-9	0	4	nt	nt	-4	nt

#31 O=C(Nc1ccc(F)cc1)N1CC(=O)N2[C@H](CO)[C@@H](c3ccc(Br)cc3)[C@H]2C1
#32 CCCC(=O)Nc1cc2c(cc1C(C)=O)OCCO2
#33 COCCCNC(=O)Cn1nnc(-c2ccc(NC(=O)c3ccccc3F)cc2)n1
#34 COc1ccc(C2C(C(=O)c3ccccc3)N3c4ccccc4C=CC3C2[N+](=O)[O-])cc1 (centres undefined)
#35 Cc1cccc(CS(=O)(=O)c2cn(CC(=O)N3CCOCC3)c3ccccc23)c1
#36 C[C@@H]1CN([C@H](C)CO)C(=O)c2cc(NS(=O)(=O)c3ccc(F)cc3)ccc2O[C@@H](C)CCCCO[C@H]1CN(C)S(=O)(=O)c1cccs1
#37 Cc1cccc(COC[C@H](Cc2ccccc2)N2CCN(C(=O)c3cccc(C)c3)CCC2=O)c1
#38 Cc1ccc(S(=O)(=O)N2CCN(C(=O)COC(=O)c3cc([N+](=O)[O-])ccc3NCCO)CC2)c(C)c1
#39 Cc1c(NC(=O)c2cccc(NC(=O)COc3ccc(C#N)cc3)c2)c(=O)n(-c2ccccc2)n1C
#40 CC(C)(C)C(=O)Nc1cc2c3c(c1)CCN3C(=O)CC2
assay / entry	31	32	33	34	35	36	37	38	39	40
ERAP1 HTS inh	-1	3	nt	6	5	-3	nt	-4	1	1
RAD52 anneal inh	2	-19	nt	-125	-3	20	-9	-42	-16	-17
GSIS activator	-16	2	-8	4	-5	-10	-23	nt	1	-2
esBAF inh	nt	1	-10	nt	6	-2	nt	-2	nt	5
F508del corr	1.3	-0.2	nt	23*	0.5	-1.7	4.2	2.0	-2.7	0.8
ARNT-TACC3 inh	nt	-2	-2	-6	-26	-2	nt	0	0	-1
Xi reactivation	0.0	0.3	nt	0.0	0.0	-0.1	0.1	0.0	0.0	0.1
RAD54 branch	nt	-3	1	nt	-9	3	nt	-5	-14	-4

#41 C[C@H]1CN([C@@H](C)CO)C(=O)Cc2cc(NC(=O)CCCCCC(=O)Nc3ccccc3N)ccc2O[C@@H]1CN(C)C(=O)NC1CCCCC1
#42 Cc1ccc(S(=O)(=O)Nc2c(C)n(C)n(-c3ccccc3)c2=O)cc1C(=O)NCc1ccco1
#43 CNC[C@@H]1Oc2c(NS(=O)(=O)c3cn(C)cn3)cccc2C(=O)N([C@H](C)CO)C[C@H]1C
#44 NC(=O)c1nsc(C(=O)N(Cc2ccco2)C(C(=O)NCC2CCCO2)c2ccc(F)cc2)c1N (centres undefined)
#45 O=C(NCc1ccccc1)c1nc[nH]c1C(=O)NCc1ccccc1
#46 CC(C)(c1ccccc1)c1ccc(OCc2ccc(C(=O)O)o2)cc1
#47 COc1ccccc1-c1nc(SCC(=O)NCc2ccco2)c2c(=O)n(C)c(=O)n(C)c2n1
#48 CO[C@@H]1CN(C)C(=O)c2ccc(NC(=O)c3ccccn3)cc2OC[C@@H](C)N(C(=O)C2CCCCC2)C[C@H]1C
#49 O=C(C1CC1)N1CC(=O)N2[C@H](CO)[C@H](c3ccc(Br)cc3)[C@H]2C1
#50 O=C(Nc1cccnc1)c1ccc(Cl)c(Cl)c1
assay / entry	41	42	43	44	45	46	47	48	49	50
ERAP1 HTS inh	0	2	-2	3	0	-2	1	-3	0	0
RAD52 anneal inh	21	-20	-19	2	-74	-18	-30	nt	-18	-15
GSIS activator	19	20	9	-2	30	23	12	nt	11	-9
esBAF inh	1	-7	-1	-3	-3	-2	nt	5	nt	8
F508del corr	-1.8	2.6	0.3	-2.6	0.4	-1.1	-0.6	1.8	0.9	0.4
ARNT-TACC3 inh	-11	nt	-14	5	17	-6	3	20	nt	-23
Xi reactivation	0.1	0.1	-0.3	0.2	0.0	0.4	0.0	nt	0.1	0.1
RAD54 branch	-1	-4	1	2	-4	-2	12	-2	nt	-21

#51 CC(C)(C)n1nc2c(c1NC(=O)c1ccco1)CS(=O)C2 (centres undefined)
#52 C/C=C/c1ccc([C@H]2[C@@H](CO)N3C(=O)CN(C(=O)NC4CCCCC4)C[C@@H]23)cc1
#53 Nc1nonc1-n1nnc(C(=O)N/N=C/c2ccc(Cl)cc2Cl)c1CN1CCCCC1
#54 O=C(CNC(=O)c1cccc(Br)c1)N/N=C/c1ccc2c(c1)OCO2
#55 CC1CCN(CCCN2C(=O)C3C(C(=O)Nc4ccc(Cl)cc4)C4C=CC3(O4)C2C(=O)NC2CCCCC2)CC1 (centres undefined)
#56 Cc1cc(C(=O)N/N=C/c2ccccn2)n[nH]1
#57 COc1ccccc1C(=O)Nc1nnc(S(=O)(=O)N2CCCCC2)s1
#58 CCOC(=O)C1=C(C)Nc2sc(C(=O)c3ccc(F)cc3)c(N)c2C1c1ccc(C(=O)OC)cc1 (centres undefined)
assay / entry	51	52	53	54	55	56	57	58
ERAP1 HTS inh	nt	1	8	1	-11	-2	0	nt
RAD52 anneal inh	nt	-9	-5	-13	-8	-28	12	nt
GSIS activator	9	-8	5	-7	9	10	0	-23
esBAF inh	-2	nt	-3	26	4	nt	17	-4
F508del corr	nt	-0.8	0.0	-1.3	3.9	-3.4	2.1	nt
ARNT-TACC3 inh	1	nt	nt	-2	1	nt	31	-4
Xi reactivation	nt	0.0	-0.1	0.5	0.3	0.0	0.1	0.1
RAD54 branch	-2	nt	-32	-14	0	nt	-4	-10
